# XIAP displacement – XIAP antagonists, biochemical, IAP family, fluorescence polarization (AID 1018); XIAP BIR domain, fluorescence polarization peptide displacement; higher % means a stronger effect; one-dose displacement, % at 20 µM; IC50 in µM for titrated hits; 200,000 compounds, 0.007% hits; in the data active = displacement above about 50%; note: a part of the inactive calls stands beside numbers as strong as those of hits
# UTI89 phage lysis – protection from phage-mediated lysis, alamar blue read-out – E. coli UTI89, K1F phage, bacterial capsule biogenesis inhibitors (AID 488966). E. coli UTI89 K1F phage lysis, alamar blue, 2 h; higher % means a stronger effect. inhibition, % at 100 µM; hits with a dose series show IC50 in µM. 340,000 compounds, 0.02% hits;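 active = phage lysis inhibition, versus mean bacterial control, above a set limit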;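 note: capsule biogenesis inhibitors block K1F phage lysis so surviving cells raise fluorescence; higher fluorescence means more inhibition of phage lysis; actives were called in the ten point dose series up to 300 µM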
# Yfh1-off respiration – mitochondrial function rescue without frataxin homolog – Friedreich's ataxia, plus single-dose screen, dose response (AID 1465); S. cerevisiae Yfh1-off respiration, WST-1 reduction, 72 h; higher fold induction means a stronger effect; one-dose fold induction at 50 µM; EC50 in µM for titrated hits; 220,000 compounds, 0.074% hits;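 active = fold induction of absorbance versus untreated yeast above a set limit, then at least 30% activation at any dose in follow-up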;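 note: activators that raise dye reduction in frataxin-depleted yeast; strong numbers were not always called active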
# Dengue-2 NS5 capping – flavivirus cap methylation enzyme inhibition – biochemical, confirmation dose response, primary screen (AID 588689) | 340,000 compounds, 0.3% hits | Dengue-2 NS5 methyltransferase capping enzyme assay, biochemical; higher % means a stronger effect | one-dose inhibition, % at 25 µM; IC50 in µM for titrated hits; in the data active = a potency from the dose series
# West Nile antiviral – West Nile virus antiviral activity, cell-based, CPE readout (AID 1621); West Nile virus-infected cells, CPE inhibition; higher % means a stronger effect; CPE inhibition, % at 10 µM, or IC50 in µM where a hit was titrated; 290,000 compounds, 0.02% hits; in the data active = a potency from the dose series; note: strong numbers were not always called active
# SV40 large T antigen – TAg ATPase/helicase activity blockers – biochemical (AID 1903) | inhibition, % at 20 µM; hits with a dose series show IC50 in µM | 310,000 compounds, 0.39% hits | SV40 large T antigen ATPase/helicase inhibition assay; higher % means a stronger effect; in the data active = a potency from the dose series; note: strong numbers were not always called active
# WT yeast gro inh – growth inhibition of WT yeast, mitochondrial fusion screen; mitochondrial fusion phenotypic screen, WT strain; inhibition, % at 10 µM; 190,000 compounds, 2.1% hits; AID 1362; in the data active = inhibition above about 58%; tested in S. cerevisiae
# RSV antiviral HEp-2 – RSV antiviral activity via CPE protection, HEp-2 cells, primary 10 µM value included (AID 2391); 310,000 compounds, 0.13% hits; HEp-2 cells, RSV-induced CPE inhibition; higher % means a stronger effect; CPE inhibition, % at 10 µM; hits with a dose series show IC50 in µM; in the data active = a potency from the dose series; note: strong numbers were not always called active
# CSM14.1 death rescue – rescue of cells from ER stress-induced death, primary screen, 384-well, CSM14.1, thapsigargin, ATP luminescence (AID 1222) | CSM14.1 thapsigargin-induced death rescue, ATP luminescence; higher % means a stronger effect | cellular ATP content (survival), % at 20 µM; hits with a dose series show EC50 in µM | 190,000 tested, under 10 active;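 active = EC50 below 50 µM in the dose-response confirmation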;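 note: death triggered by thapsigargin at about 15 µM added after 2 h compound pretreatment; cell ATP read after overnight thapsigargin exposure of roughly 18 to 22 hours; normalized against plate controls of thapsigargin alone and 5% DMSO vehicle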
# WT yeast gro inh mutant strain – further read-out of WT yeast gro inh, marked with its call; inhibition, %; mitochondrial fusion phenotypic screen, mutant strain inhibition
# Dengue-2 NS5 capping pilot replicate – also measured in Dengue-2 NS5 capping; calls as there; inhibition, %; measured here: pilot screen replicate inhibition
# An asterisk follows results filed as active; i = inactive; x = no result given; [ ] = another dose, or the depositor's remark.
SMILES,XIAP displacement,UTI89 phage lysis,Yfh1-off respiration,Dengue-2 NS5 capping,West Nile antiviral,SV40 large T antigen,WT yeast gro inh,WT yeast gro inh mutant strain,RSV antiviral HEp-2,CSM14.1 death rescue,others
Cc1ccc2nc(-c3ccc(NC(=O)COC(=O)c4ccc(Br)o4)cc3)sc2c1,-11.8%,0.3%,i,-1.3%,-1.2%,3.6%,4.9,4.6,12.7%,-2.2%,
Cc1nnc(SCC(=O)Nc2ccc(N3CCOCC3)cc2)n1-c1ccccc1,-6.4%,1.1%,i,-1.4%,-0.1%,14.5%,5.0,5.8,8.5%,-0.6%,
CC(C)c1ccc(Nc2ccc(C(=O)O)cc2[N+](=O)[O-])cc1,x,0.1%,x,70.7µM*,0.3%,9.9%,x,x,2.2%,x,
CC1CCCCC1NC(=O)CSc1nnc(N)s1 (stereo unspecified),-5.7%,0.2%,i,1.6%,0.0%,11.9%,17.5,-2.5,0.6%,-1.9%,
COc1ccc(C2NC(=O)C(C#N)=C(S)N2c2ccccc2)cc1OC (stereo unspecified),-1.9%,-0.4%,i,-0.7%,0.2%,34.8%,1.9,16.8,10.6%,-2.0%,
CCCCN(C)C(=O)c1nc2ccccn2c1CN1CCSCC1,-3.3%,-0.1%,i,1.7%,-0.8%,8.9%,-7.5,-3.2,-0.5%,-1.0%,
CCC(=O)Nc1c2c(nn1-c1cccc(Cl)c1)CSC2,-0.3%,0.4%,x,-0.7%,x,8.0%,13.2,8.7,3.7%,-1.3%,
CCn1c(SCC(=O)N2CCN(C)CC2)nc2c1c(=O)n(C)c(=O)n2C,x,0.2%,x,-3.2%,-0.8%,7.0%,x,x,1.0%,x,
CSc1cc(-c2ccccc2)n(Cc2ccccc2Cl)c(=O)c1C#N,-2.4%,1.0%,i,-4.1%,1.4%,3.1%,-5.8,-26.1,0.7%,-1.2%,
Cc1ccc(C)c(N(CC(=O)NC2CCCC2)C(=O)CNC(=O)c2cccs2)c1,x,0.2%,x,-7.1%,-1.3%,0.0%,x,x,1.7%,x,
COc1ccc(OC)c(/C=N/NC(=O)CSc2nnc(C)n2-c2ccccc2)c1,-4.7%,0.3%,i,-17.7%,0.4%,7.4%,-3.1,0.8,1.7%,-5.9%,
Clc1cccc(N=C2NN=C(c3ccc4c(c3)OCCO4)CS2)c1,-2.2%,-0.6%,i,1.6%,-0.3%,6.5%,67.3*,17.0*,4.1%,-4.7%,
C=CCSc1nc2ccccc2c2nc(-c3ccccc3)nn12,-8.9%,0.0%,i,-11.7%,0.0%,17.2%,2.5,-0.6,1.6%,-2.1%,
CCOC(=O)Cc1csc(NC(=O)c2cccnc2)n1,-2.2%,1.3%,i,-8.8%,0.1%,1.1%,10.4,4.2,x,0.8%,
O=C1N=c2ccccc2=C1c1sc(=S)n(-c2ccc(O)cc2)c1O,x,0.3%,i,3.0%,-0.9%,9.3%,x,x,-1.8%,x,
COc1cc(OC)c(C2C(C#N)=C(N)Oc3cc(C)n(CCCN4CCOCC4)c(=O)c32)cc1OC (stereo unspecified),-9.0%,1.2%,i,-6.2%,-0.2%,-3.3%,-1.9,3.8,1.3%,1.6%,
Cc1cc(C)c2sc(N(CCCN(C)C)C(=O)c3ccc(S(=O)(=O)N(C)C4CCCCC4)cc3)nc2c1,x,-2.9%[50 µM],x,-6.6%,x,11.3%,x,x,-3.7%,x,
C=C1C(C(=O)Nc2ccc(F)cc2)C1C(=O)Nc1ccc(F)cc1 (stereo unspecified),-8.9%,0.2%,i,-13.3%,-1.1%,1.9%,-13.7,-4.4,1.8%,0.9%,
Cc1ccnn2cc3c(=O)n(C)c(=O)n(C)c3c12,-4.1%,x,x,x,x,-0.4%,9.8,-4.7,0.9%,-0.8%,
CCOCCCN(C)C1CCN(C(=O)c2oc3ccccc3c2NC(=O)c2ccc([N+](=O)[O-])cc2)CC1,x,0.2%,x,-2.3%,1.0%,10.7%,x,x,x,x,

# Three successive records already listed:
SMILES,XIAP displacement,UTI89 phage lysis,Yfh1-off respiration,Dengue-2 NS5 capping,West Nile antiviral,SV40 large T antigen,WT yeast gro inh,WT yeast gro inh mutant strain,RSV antiviral HEp-2,CSM14.1 death rescue,others
Cc1ccc2nc(-c3ccc(NC(=O)COC(=O)c4ccc(Br)o4)cc3)sc2c1,-11.8%,0.3%,i,-1.3%,-1.2%,3.6%,4.9,4.6,12.7%,-2.2%,
Cc1nnc(SCC(=O)Nc2ccc(N3CCOCC3)cc2)n1-c1ccccc1,-6.4%,1.1%,i,-1.4%,-0.1%,14.5%,5.0,5.8,8.5%,-0.6%,
CC(C)c1ccc(Nc2ccc(C(=O)O)cc2[N+](=O)[O-])cc1,x,0.1%,x,70.7µM*,0.3%,9.9%,x,x,2.2%,x,

# (list continues)
SMILES,XIAP displacement,UTI89 phage lysis,Yfh1-off respiration,Dengue-2 NS5 capping,West Nile antiviral,SV40 large T antigen,WT yeast gro inh,WT yeast gro inh mutant strain,RSV antiviral HEp-2,CSM14.1 death rescue,others
O=C(Nc1ccccc1C(=O)N1CCCC1)c1ccc(Cl)c([N+](=O)[O-])c1,-9.3%,2.9%,i,-0.9%,-0.9%,24.5%,15.3,6.9,1.2%,-2.0%,
COc1cc(/C=N/NC(=O)c2ccc(CSc3nc4ccccc4[nH]3)cc2)ccc1O,-5.6%,x,i,x,-0.1%,15.2%,-4.2,7.8,-1.9%,8.7%,
CCOc1ccc(OCc2ccc(C(=O)Nc3cccnc3)o2)cc1,-2.7%,-1.1%,i,-0.8%,0.0%,5.6%,22.7,20.4,2.3%,-0.7%,
COc1ccc(CN2CCC(=O)N([C@H](CO)c3ccccc3)CC2)cc1OC,x,-0.8%,x,-4.0%,-0.3%,5.6%,x,x,0.8%,x,
Cc1nnc(SCc2ccccc2)[nH]c1=O,-1.8%,-0.5%,i,-15.6%,0.1%,x,-4.5,-5.3,1.2%,-1.9%,
Cc1noc(C(=O)Nc2cc(Cl)ccc2O)c1Cl,x,2.3%[50 µM],x,-7.2%,-1.2%,3.5%,x,x,2.6%,x,
O=C(c1cnc2n(c1=O)CCS2)N1CCN(c2ccccc2Cl)CC1,-2.3%,x,i,x,0.2%,3.1%,2.4,0.5,x,1.0%,
COc1cccc(O[C@@H]2O[C@@H]3COC(C)(C)O[C@H]3[C@H](O)[C@H]2NC(C)=O)c1,5.8%,0.1%,i,6.4%,0.3%,11.8%,-13.3,-5.7,4.3%,-1.8%,
Cc1cccc(N2C(=O)CC(N3CCN(c4ccccn4)CC3)C2=O)c1 (stereo unspecified),12.7%,0.2%,i,-0.9%,0.7%,10.1%,-17.4,15.2,0.4%,-0.6%,
Cc1ccc(F)c(NC(=O)CCOc2ccccc2C)c1,x,-0.1%,x,-5.9%,-1.1%,4.7%,x,x,5.2%,x,Dengue-2 NS5 capping pilot replicate=-4.3
O=c1c2ccccc2nc(SCc2cn3ccsc3n2)n1-c1ccc(F)cc1,0.1%,0.7%,i,2.0%,0.6%,-16.2%,22.8,14.1,4.6%,-0.6%,
CCn1cnc2c(cnn2-c2ccccc2)c1=O,-3.2%,3.9%,i,0.0%,0.6%,5.0%,7.2,-0.6,21.8%,-2.1%,
CC1CCCCN1C(=O)CSc1nc2ccsc2c(=O)n1Cc1ccccn1 (stereo unspecified),-3.3%,-0.1%,i,-6.2%,-0.7%,-3.2%,-2.6,0.8,1.4%,1.9%,
CC1CCCC(NS(=O)(=O)c2cccc3nsnc23)C1C (stereo unspecified),x,0.3%,x,1.8%,-0.2%,6.7%,x,x,0.1%,x,
C[C@]12CCC(=O)CC1=CCC1C3CC=C(C#N)[C@@]3(C)CC[C@@]12O (stereo partly specified),x,0.3%,x,-7.8%,-0.1%,13.1%,x,x,1.6%,x,
Oc1cc(O)cc(-c2cc3ccc(O)cc3o2)c1,x,-1.8%,i,-6.3%,0.0%,20.2%,x,x,x,x,
CCS(=O)(=O)C(=C1NCCO1)S(=O)(=O)CC,-5.7%,0.1%,i,-9.6%,-0.8%,11.1%,-0.3,-2.8,-0.4%,-2.1%,
COc1cccc(NC(=O)N2CCN(C(=O)C(Cc3ccc(OC)c(OC)c3)NC(C)=O)CC2)c1 (stereo unspecified),-1.3%,6.9%,i,-3.5%,-0.1%,5.2%,-3.1,-1.3,0.3%,-2.3%,
COc1ccc(C2CC(=O)Oc3c(C(CCN4CCOCC4)c4cc(OC)c(OC)c(OC)c4)c(OC)cc(OC)c32)cc1 (stereo unspecified),x,0.1%,i,-2.7%,-1.0%,8.7%,x,x,-1.6%,x,
C=CCn1c(=O)c(C#N)cc2c(=O)n3ccccc3nc21,-3.4%,0.1%,i,5.0%,0.3%,0.9%,9.4,4.3,-0.3%,-0.8%,
COc1ccc(O)c(/C=N/N2CCOCC2)c1,x,0.1%[50 µM],i,-4.8%,0.5%,18.1%,x,x,1.1%,x,
O=C(CNC(=O)c1cnccc1C(F)(F)F)c1cccc(Cl)c1,x,-0.7%,i,3.1%,-0.3%,3.0%,x,x,0.6%,x,
CC1CSc2nnc(CCc3ccccc3)n21 (stereo unspecified),-5.7%,-3.7%,i,-4.3%,-0.1%,-2.1%,-0.3,-0.9,0.7%,0.7%,
COc1ccc(S(=O)(=O)N2CCN(c3ccc(C)cc3C)CC2)cc1OC,2.4%,5.7%,i,1.4%,-0.3%,7.1%,36.6,18.6,5.8%,x,
CCNC(=O)NC(=O)C(C)OC(=O)CNS(=O)(=O)c1c(Cl)cc(Br)cc1Cl (stereo unspecified),-2.8%,-0.1%,i,-3.8%,0.2%,14.0%,-9.8,-8.2,0.7%,-1.0%,
O=C(CN(Cc1ccccc1)S(=O)(=O)c1ccccc1)N1CCOCC1,-5.1%,0.2%,i,-4.4%,-0.8%,8.3%,-11.8,20.3,-0.1%,-0.8%,Dengue-2 NS5 capping pilot replicate=-2.1
COC(=O)c1[nH]c2cccc(Cl)c2c1NC(=O)CN1CCCCC1C (stereo unspecified),-3.4%,-0.5%,i,-1.4%,-0.2%,1.8%,25.5,28.7,7.8%,-2.1%,
O=C(NCC1CCCO1)C(=O)c1c[nH]c2ccccc12 (stereo unspecified),-3.9%,0.3%,i,3.6%,-0.1%,2.1%,-13.1,12.1,1.8%,-1.5%,
N#CCCN(C(=O)COC(=O)C1CCN(S(=O)(=O)c2cccs2)CC1)c1ccccc1,-1.1%,-0.1%,i,-12.5%,0.4%,10.1%,-6.7,5.0,2.2%,-4.3%,
CCOC(=O)C1CCCN(S(=O)(=O)c2ccc(Cl)nc2)C1 (stereo unspecified),x,1.3%[50 µM],x,-6.6%,x,7.9%,x,x,5.3%,x,
COC(=O)c1cc(-c2ccc(Cl)cc2Cl)n[nH]1,-4.0%,-0.2%,i,-1.8%,-0.2%,-3.9%,9.6,-6.3,5.6%,1.5%,
O=C(Nc1nc(-c2ccccc2)nc2ccccc12)c1ccc(F)cc1,-4.4%,3.7%,i,x,0.4%,6.6%,-5.7,4.3,6.5%,-0.2%,
CCO[C@@H]1OC(C(=O)NCc2nc3ccccc3[nH]2)=C[C@H](c2coc3ccccc3c2=O)[C@H]1CCCO,x,-0.5%,i,0.0%,-0.1%,11.8%,x,x,0.4%,x,
CCOC(=O)C1(Cc2ccccc2C)CCCN(C(=O)CN2CCCCC2=O)C1 (stereo unspecified),x,0.1%,x,0.7%,-0.1%,8.5%,x,x,2.7%,x,

# Source: PubChem BioAssay (several laboratories)

# Rows are unselected; overall some 2.2% were active at least once.
